Runt-CBFb FRET: inhibitors of human RUNX1 Runt domain binding to CBFb; AID 1496; 220,000 compounds, 0.46% hits; Q01196+Q13951; Cerulean-Runt/Venus-CBFb FRET ratio 530/480, 1 h; inhibition, % at 20 µM;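 active = inhibition over about 50% at 20 µM in the single-dose screen, limit read from the data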;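 also: 0% = DMSO wells and 100% = excess unlabeled CBFb competitor control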
Target sequence (Q01196 whole entry, looked up, the tested form may be a part): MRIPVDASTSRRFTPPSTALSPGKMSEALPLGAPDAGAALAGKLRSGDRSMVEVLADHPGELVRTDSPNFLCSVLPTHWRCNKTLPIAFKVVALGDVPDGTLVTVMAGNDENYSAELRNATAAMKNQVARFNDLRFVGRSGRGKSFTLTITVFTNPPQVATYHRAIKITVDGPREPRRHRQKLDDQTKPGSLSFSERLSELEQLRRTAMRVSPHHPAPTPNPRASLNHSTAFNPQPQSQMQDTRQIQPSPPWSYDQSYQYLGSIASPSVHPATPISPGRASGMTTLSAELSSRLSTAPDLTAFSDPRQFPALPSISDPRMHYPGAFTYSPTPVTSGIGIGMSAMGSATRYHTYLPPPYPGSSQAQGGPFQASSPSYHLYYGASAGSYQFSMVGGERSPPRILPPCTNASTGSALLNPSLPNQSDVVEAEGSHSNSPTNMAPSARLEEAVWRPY
Target sequence (Q13951 whole entry, looked up, the tested form may be a part): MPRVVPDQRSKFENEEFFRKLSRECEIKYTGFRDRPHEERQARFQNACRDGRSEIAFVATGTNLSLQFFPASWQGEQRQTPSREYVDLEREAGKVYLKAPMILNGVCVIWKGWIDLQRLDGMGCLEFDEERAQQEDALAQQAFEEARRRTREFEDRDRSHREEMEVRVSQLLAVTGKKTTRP
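Doses: 20 µM compound in 1% DMSO | Material: Cerulean-labeled Runt domain protein | Amount: Each fluorescent fusion protein 100 nM | Schedule: Two 1 h room-temperature incubations shielded from light | Measured by: FRET fluorescence | Evaluation: Loss of energy transfer signal | Controls: Unlabeled CBFb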
Runt-SMMHC FRET: inhibitors of human RUNX1 Runt domain binding to CBFb-SMMHC; Q01196+Q13951; Cerulean-Runt/Venus-CBFb-SMMHC FRET ratio 530/480, 1 h; inhibition, % at 20 µM; 220,000 compounds, 0.74% hits; AID 1434;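 active = mean inhibition across duplicate retests at 20 µM reaching about 50%, limit read from the data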;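 also: 0% = DMSO wells and 100% = wells with excess untagged CBFb-SMMHC; inhibitors lower the FRET ratio by blocking Runt binding to CBFb-SMMHC; some results filed as inactive read as strong as hits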
zVAD death inh: blocks zVAD induced death of L929 cells. AID 1377. 220,000 compounds, 0.38% hits. L929 zVAD necroptosis rescue, ATP luminescence, 24 h; with zVAD 60 µM. viability rescue, % at 10 µM;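 active = activation, scaled between plate controls, above about 75%, limit read from the data; inactive = activation under that limit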;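 also: 0% = zVAD with DMSO and 100% = DMSO alone without zVAD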
Hck-Nef inh: human Hck-Nef kinase inhibition | P08631 | Recombinant Hck-YEEI plus Nef, Z-Lyte FRET kinase assay | inhibition, % at 20 µM | 220,000 compounds, 0.68% hits | AID 463187;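 active = Hck-Nef kinase inhibition above about 50%, limit read from the data; inactive = inhibition below that limit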;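 also: 0% = DMSO with Hck plus Nef and 100% = Hck alone without Nef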
TNF death inh: TNF-alpha cell death inhibition in Jurkat FADD-/- cells. AID 463075. 220,000 compounds, 0.068% hits. activation (protection from cell death), % at 10 µM. Jurkat FADD-/- TNF necroptosis rescue, ATP luminescence, 24 h; 0 = TNF only, 100 = no-TNF cells;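 active = activation, meaning protection from cell death, of at least 50% relative to plate controls; inactive = activation below 50%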;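 also: necroptosis triggered by 40 ng/mL TNF-alpha added together with compound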
RBBP9 inhibitor: inhibitors of human serine hydrolase RBBP9. O75884. recombinant RBBP9, FP-Rh probe fluorescence polarization. inhibition, % at 7.94 µM. 220,000 compounds, 0.2% hits;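 active = inhibition above the campaign mean of all tested compounds plus 3 SD, cut at about 14% in these data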;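 also: plate controls were DMSO wells with RBBP9 for no effect and wells lacking RBBP9 protein for full effect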
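Test system: recombinant human RBBP9. Quantity: 2.5 µM RBBP9 dispensing solution, before mixing. Detection: FP readout at 525/598 nm. Reagent: Serine-hydrolase probe FP-Rh, 375 nM pre-mixing. Measure: % inhibition. Control set: DMSO-treated enzyme wells and wells lacking RBBP9. Buffer or medium: Tris-NaCl-Pluronic buffer, pH 8.0. Times: preincubation 30 min plus labeling 45 min at 25 °C.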
PERK inh: blocks human PERK kinase | CHO PERK-DD fusion, SEAP luminescence translation reporter | inhibition, % at 5.6 µM | 220,000 compounds, 0.17% hits;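 active = inhibition above the mean inhibition of all tested compounds plus 3 SD, set separately per screening campaign, cut at about 2.9% in these data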;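 also: PERK kinase domain activated by AP20187 dimerizer at 100 nM; 0% = DMSO with dimerizer and 100% = rapamycin at 8.4 µM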
PGE2 EP2 inh: inhibitors of human EP2 prostaglandin E2 receptor; C6 glioma cells expressing human EP2, cAMP TR-FRET; cells stimulated with saturating PGE2; inhibition, % at 25 µM; 260,000 compounds, 0.52% hits; AID 1422;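 active = percent inhibition above 40 after rounding to a whole number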;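 also: rat C6 glioma host cells with rolipram phosphodiesterase inhibitor present; the protocol text gives 20 µM as final concentration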
Target sequence (P43116 whole entry, looked up): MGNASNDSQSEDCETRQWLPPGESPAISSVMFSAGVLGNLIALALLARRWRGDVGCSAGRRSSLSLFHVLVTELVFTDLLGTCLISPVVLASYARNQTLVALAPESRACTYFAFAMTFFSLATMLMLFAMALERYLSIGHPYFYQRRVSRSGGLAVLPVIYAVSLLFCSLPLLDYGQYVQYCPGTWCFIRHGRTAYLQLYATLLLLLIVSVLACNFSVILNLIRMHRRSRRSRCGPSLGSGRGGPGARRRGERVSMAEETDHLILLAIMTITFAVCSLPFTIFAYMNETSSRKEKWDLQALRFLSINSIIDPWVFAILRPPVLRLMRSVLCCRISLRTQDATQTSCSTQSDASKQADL
EP2 modulator: modulates human prostaglandin E2 receptor EP2 signaling. EP2-expressing cells, cAMP HTRF FRET, PGE2 co-stimulation. induction, % at 25 µM. 260,000 compounds, 0.83% hits;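 active = compounds whose cAMP rise, as percent of the full-agonist control response, exceeds 60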;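 also: rat C6 glioma line stably carrying human EP2 under a CMV promoter; the protocol text gives 20 µM as final concentration; 100% = response of wells given 1 µM PGE2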
* hit, by the source's call; · = no result given; & = joins results of further samples.

SMILES	Runt-CBFb FRET	Runt-SMMHC FRET	zVAD death inh	Hck-Nef inh	TNF death inh	RBBP9 inhibitor	PERK inh	PGE2 EP2 inh	EP2 modulator
CCC(Sc1nc2ccccc2o1)C(=O)O (stereo not drawn)	-2	-1	-0.1	5	-0.7	4	0.3	3	29
NS(=O)(=O)c1ccc(NC(=O)CCC2CCCCC2)cc1	-3	1	1.8	1	1.3	-6	1.3	2	6
COc1ccc(NC(C)=O)cc1NC(=O)CSc1nnc(-c2ccccn2)n1C	0	2	-0.4	4	0.7	0	0.7	5	10
O=C(COc1ccc(Cl)cc1)N1CCN(c2ncccn2)CC1	-34	5	-0.1	1	-3.7	1	0.4	9	24
CCOC(=O)N=Nc1c(O)n(Cc2ccccc2)c2ccccc12	-4	-4	-0.8	4	-0.1	-1	0.4	10	47
COC(=O)C(C(=O)OC)c1ncccc1[N+](=O)[O-]	0	1	0.2	4	-0.3	-2	1.9	4	-24
Cc1c(NC(=O)Nc2ccccc2Cl)c(=O)n(-c2ccccc2)n1C	-2	-3	0.0	-2	1.2	1	2.6	5	24
O=C(N(c1ccccc1)c1ccccc1)N(c1ccccc1)c1ccccc1	0	-1	1.6	8	2.4	-13	1.6	14	38
C/C(=N\NC(=O)c1ccc(CSc2cccc3cccnc23)cc1)C1CCCCC1	2	1	0.9	7	4.7	-10	-0.4	5	-16
CCC1=[N+](C)c2cccc3cccc(c23)N1C	2	9	0.5	24	0.3	-4	0.3	8	11
CCOC(=O)c1ccc(NC(=O)C2CC2)cc1	-2	2	0.0	2	-2.6	-8	0.8	11	-4
Cc1ccc(C(=O)NC(=S)NCC2CCCO2)cc1Br (stereo not drawn)	-4	-2	0.4	6	0.8	-6	0.1	12	-43
COc1cc2oc(=O)cc(C)c2c(OC)c1OC	-4	-1	-0.1	10	-1.1	1	1.2	5	-1
CN1C(=O)C2(Oc3ccccc3C3CC(c4ccccc4)=NN32)c2ccccc21 (stereo not drawn)	11	0	0.1	0	-8.6	-6	-0.1	15	37
CN(C)c1cccc(C(=O)NNC(=S)NC2CC3CCC2C3)c1 (stereo not drawn)	8	4	0.7	18	2.4	-1	1.1	1	-48
CC(C)(C)CC(C)(C)NCC(O)COCCOc1ccc(Br)cc1 (stereo not drawn)	-4	7	11	2	2.4	-8	-1.7	18	-45
O=C(CCN1CCOCC1)NNC(=S)NC(=O)c1ccc(Br)cc1	15	8	-0.7	10	-1.2	-12	-0.1	2	21
Cc1ccc2c(c1)nnn2C1CCN(S(=O)(=O)c2cccc(S(=O)(=O)N(C)C)c2)CC1	2	0	0.1	1	-7.4	-8	-1.3	12	-12
O=C(Nc1nc2ccccc2c(=O)[nH]1)c1ccccc1SCc1ccccc1	2	0	39	30	1.2	0	0.1	3	2
Cc1noc(C)c1C(=O)N1CCN(S(=O)(=O)c2ccc(F)cc2)CC1	1	37	1.0	15	0.1	-7	0.7	5	-14
c1ccc(-c2cc(-c3ccncc3)nc3ccc4ccccc4c23)cc1	-4	-4	0.1	5	-0.4	-3	-0.2	5	99*
CCOC(=O)c1c(C)[nH]c(N=Nc2ccc(OC)cc2)c1C	-5	-8	0.2	21	0.5	-10	0.9	7	-21
CCC(C)OC(=O)C1=C(C)OC23OC(N)=C(C#N)C12C(=O)c1ccccc13 (stereo not drawn)	-1	-4	1.1	4	-7.1	-9	-1.1	6	21
COc1ccc(C(=O)Nc2cccc(C(=O)N3CCN(C)CC3)c2)cc1	-1	-3	0.0	-1	0.2	1	0.4	5	-16
Cc1nc2c(c(C)nn2-c2ccccc2)c(C)c1Cl	-2	2	0.1	22	0.1	-7	0.8	7	77*

Records listed so far marked active in EP2 modulator.
Compound,Runt-CBFb FRET,Runt-SMMHC FRET,Hck-Nef inh,RBBP9 inhibitor,PERK inh,EP2 modulator
c1ccc(-c2cc(-c3ccncc3)nc3ccc4ccccc4c23)cc1,-4,-4,5,-3,-0.2,99*
Cc1nc2c(c(C)nn2-c2ccccc2)c(C)c1Cl,-2,2,22,-7,0.8,77*

Exported with each value named: 2 of the compounds above.
canonical_smiles: Cc1c(NC(=O)Nc2ccccc2Cl)c(=O)n(-c2ccccc2)n1C
  Runt-CBFb FRET: -2; Runt-SMMHC FRET: -3; zVAD death inh: 0.0; Hck-Nef inh: -2; TNF death inh: 1.2; RBBP9 inhibitor: 1; PERK inh: 2.6; PGE2 EP2 inh: 5; EP2 modulator: 24

canonical_smiles: O=C(N(c1ccccc1)c1ccccc1)N(c1ccccc1)c1ccccc1
  Runt-CBFb FRET: 0; Runt-SMMHC FRET: -1; zVAD death inh: 1.6; Hck-Nef inh: 8; TNF death inh: 2.4; RBBP9 inhibitor: -13; PERK inh: 1.6; PGE2 EP2 inh: 14; EP2 modulator: 38

Further structures.
SMILES	Runt-CBFb FRET	Runt-SMMHC FRET	zVAD death inh	Hck-Nef inh	TNF death inh	RBBP9 inhibitor	PERK inh	PGE2 EP2 inh	EP2 modulator
C=CCNC(=S)Nc1ccc2nc(C)c(C)nc2c1	-3	-16	0.2	2	-2.6	-6	-0.7	14	-22
CCOc1cc(-c2noc(CCCC(N)=O)n2)cc(Br)c1OC	1	4	1.2	5	0.4	6	0.0	10	12
C/C(=N\Nc1ccc(C(=O)O)cc1)c1ccc(-n2ccnc2)cc1	1	2	3.2	0	0.2	-4	1.4	8	0
CCn1c(=O)c(=O)n(CC)c2cc(S(=O)(=O)Nc3cccc(OC)c3)ccc21	3	-3	-0.4	0	-2.8	-2	2.2	3	26
CCCCn1c(-c2nn(C)cc2Cl)n[nH]c1=S	7	8	0.8	-1	0.0	-2	0.4	6	6
CSc1nc(C)cc(NC(N)=O)n1	2	2	0.8	6	-1.2	-1	0.7	14&5	6&11
Cn1c(=O)c2c(nc(NCCO)n2CCc2ccccc2)n(C)c1=O	0	-3	·	·	·	·	·	8	3
CSc1cccc(NC(=O)CN(Cc2ccc(Cl)cc2)S(C)(=O)=O)c1	0	0	-0.1	-1	-0.6	6	-1.0	6	-4
O=C(CSCC(=O)NC1CC1)Nc1ccc2ccccc2c1	-1	0	-1.3	-7	-1.2	-8	1.1	12	-28
O=C(NC12CC3CC(CC(C3)C1)C2)N1CCC(O)CC1	0	-4	0.3	7	-1.7	-2	1.0	5	-3
COC(=O)c1c(CCl)noc1C(=O)NCC1CCCO1 (stereo not drawn)	-1	4	-0.3	0	-1.5	-1	-0.7	7	-13
COc1cc(N)c(Cl)cc1NC(=O)c1ccccc1	-2	0	0.3	-1	-8.8	-2	-1.2	9	16
CCOc1cccc2sc(NN)nc12	41	8	0.1	10	-0.8	-5	1.1	7	-17
O=C1/C(=C/c2c[nH]c3ccccc23)CCC/C1=C\c1c[nH]c2ccccc12	15	-2	47	15	4.1	4	0.7	8	-87
O=C(C1CCC1)N1CCc2cc(S(=O)(=O)NCc3ccccn3)ccc21	2	0	0.3	2	-3.0	8	0.3	1	-11
COc1ccc(N2CCN(C(=O)C3CCCN(S(=O)(=O)c4c(C)noc4C)C3)CC2)cc1 (stereo not drawn)	8	-1	-0.6	1	1.1	-3	-2.5	8	-23
Cc1ccc(OCC(=O)O/N=C(\N)c2ccccn2)cc1C	2	-2	-0.1	20	0.2	10	0.6	5	-7
CCCN1C(=O)c2ccc(C(=O)NCc3ccco3)cc2C1=O	-1	-4	0.2	6	-1.3	-1	0.1	5	7
Cc1ncc(CO)c(/C=N/NC(=S)Nc2ccc(Cl)c(Cl)c2)c1O	11	10	6.9	8	-5.9	-13	0.5	7	-17
CC(C)CN(CC(C)C)C(=O)COc1ccccc1C(N)=O	1	2	1.5	22	0.3	-9	0.5	6	11
CCCCc1ccc(NC(=S)Nc2ccc(Cl)c(S(=O)(=O)N(C)C)c2)cc1	9	7	0.5	7	-1.5	-7	0.7	8	-85
CCOC(=O)C1CCN(C(=S)Nc2cc(OC)c(OC)cc2C(=O)OC)CC1	4	-1	-0.7	0	1.3	4	-0.2	13	21
CN(C)CC(O)COc1cc2ccccc2cc1C(=O)N1CCCCC1 (stereo not drawn)	-3	0	0.7	2	0.0	2	0.5	1&7	-4&-7
O=C(c1ccccc1F)N1CCOCC1	0	1	5.7	16	-0.2	0	0.2	7&2	1&5
CCOC(=O)N1CCN(C(=O)CSc2ccc(-c3ccccc3OC)nn2)CC1	0	2	5.2	9	0.3	-8	1.7	9	11

(cont.)
SMILES	Runt-CBFb FRET	Runt-SMMHC FRET	zVAD death inh	Hck-Nef inh	TNF death inh	RBBP9 inhibitor	PERK inh	PGE2 EP2 inh	EP2 modulator
CCn1c2ccccc2c2cc(NC(=O)c3ccccc3[N+](=O)[O-])ccc21	-2	3	60	2	-1.9	-6	-0.3	9	-11
CCn1c(SCC(=O)NCc2ccccc2)nnc1-c1cccnc1	0	3	-0.3	3	-0.6	2	0.3	8	17
C/C(=N\Nc1ccc([N+](=O)[O-])cc1[N+](=O)[O-])c1cc2c(ccc3ccccc32)oc1=O	7	14	0.4	19	0.3	6	0.4	1	-23
COc1cccc(/C=N/NC(=O)CN2CC(c3ccccc3)CC2=O)c1O (stereo not drawn)	-1	-8	2.7	-1	-12	-9	-0.2	11	-11
Cc1ccccc1Nc1nc(N)nc(COC(=O)/C=C/c2ccco2)n1	2	-1	-0.3	17	-1.2	-7	0.7	5	-57
CCC(=O)N=C1SC2CS(=O)(=O)CC2N1c1cccc(OC)c1 (stereo not drawn)	1	0	-0.1	1	-3.5	-2	0.7	3	-6

Just Hck-Nef inh, for some of the entries so far:
| mol | Hck-Nef inh |
| --- | --- |
| CC(C)(C)CC(C)(C)NCC(O)COCCOc1ccc(Br)cc1 (stereo not drawn) | 2 |
| O=C1/C(=C/c2c[nH]c3ccccc23)CCC/C1=C\c1c[nH]c2ccccc12 | 15 |
| COc1ccc(NC(C)=O)cc1NC(=O)CSc1nnc(-c2ccccn2)n1C | 4 |
| CSc1nc(C)cc(NC(N)=O)n1 | 6 |
| CCC(=O)N=C1SC2CS(=O)(=O)CC2N1c1cccc(OC)c1 (stereo not drawn) | 1 |

Complete entries as entered above.
COc1cccc(/C=N/NC(=O)CN2CC(c3ccccc3)CC2=O)c1O (stereo not drawn) is listed as Runt-CBFb FRET = -1; Runt-SMMHC FRET = -8; zVAD death inh = 2.7; Hck-Nef inh = -1; TNF death inh = -12; RBBP9 inhibitor = -9; PERK inh = -0.2; PGE2 EP2 inh = 11; EP2 modulator = -11
CCC(=O)N=C1SC2CS(=O)(=O)CC2N1c1cccc(OC)c1 (stereo not drawn) is listed as Runt-CBFb FRET = 1; Runt-SMMHC FRET = 0; zVAD death inh = -0.1; Hck-Nef inh = 1; TNF death inh = -3.5; RBBP9 inhibitor = -2; PERK inh = 0.7; PGE2 EP2 inh = 3; EP2 modulator = -6

Screening data as filed in PubChem BioAssay.

An excerpt, so the mix of outcomes need not match the whole.
